# All columns: NCI-60 one-dose screen, growth in % after 48 h at 10 µM unless noted; 100 = growth as untreated, 0 = no growth, -100 = all killed.
# SK-MEL-2: SK-MEL-2 melanoma. 77,000 tested, 4.7% active
# MDA-MB-435: MDA-MB-435 melanoma; 82,000 tested, 7.8% active
# SK-MEL-28: SK-MEL-28 melanoma | 81,000 tested, 4.1% active
# UACC-62: UACC-62 melanoma; AID 1794756; 81,000 tested, 5.4% active
# SK-MEL-5: SK-MEL-5 melanoma. AID 1794755. 80,000 tested, 6.4% active
# MALME-3M: MALME-3M melanoma; 78,000 tested, 5.8% active
# UACC-257: UACC-257 melanoma; 78,000 tested, 4.4% active; AID 1794764
# M14: M14 melanoma. 80,000 tested, 6.2% active
# An asterisk follows results filed as active; . = no result given; & = joins results of further samples. Rule for the calls: active = growth percent below 10; inactive = the rest.
# Start of the data: the first 4 compounds, ahead of the listing:
SMILES,SK-MEL-2,MDA-MB-435,SK-MEL-28,UACC-62,SK-MEL-5,MALME-3M,UACC-257,M14
COc1ccc2nccc(/C=C/c3ccccc3N)c2c1,105,100,104,100,102,108,115,102
Cc1nn(-c2cc(=O)[nH]c3cccc(C)c23)c(N)c1C#N,98,102,110,94,.,102,106,100
Cc1ccc2cc(CC(=O)NCCc3c[nH]c4ccccc34)oc2c1,105,99,94,74,96,82,106,88
CC(Oc1ccc(C(=O)O)cc1C(F)(F)F)c1ccc(Oc2ccccc2)cn1 (centres undefined),123,77,95,92,99,101,98,103

# Main list, previewed entries included:
SMILES,SK-MEL-2,MDA-MB-435,SK-MEL-28,UACC-62,SK-MEL-5,MALME-3M,UACC-257,M14
COc1ccc2nccc(/C=C/c3ccccc3N)c2c1,105,100,104,100,102,108,115,102
Cc1nn(-c2cc(=O)[nH]c3cccc(C)c23)c(N)c1C#N,98,102,110,94,.,102,106,100
Cc1ccc2cc(CC(=O)NCCc3c[nH]c4ccccc34)oc2c1,105,99,94,74,96,82,106,88
CC(Oc1ccc(C(=O)O)cc1C(F)(F)F)c1ccc(Oc2ccccc2)cn1 (centres undefined),123,77,95,92,99,101,98,103
COc1cccc(C=O)c1O,97,99,110,.,102,89,106,97
CCOC(=O)CN(Cc1ccccc1)c1c(NC2CCCCC2)oc(=O)c2ccccc12,105,103,104,65,98,106,110,100
Cc1ccc(Cc2c[nH]c(=S)[nH]c2=O)cc1,95,104,102,95,97,84,91,95
COc1ccc(NC(=O)CSc2nnc(-c3ccc(-c4nc5ccc(C)cc5[nH]4)cc3)o2)cc1OC,104,102,100,97,94,101,107,.
CCCCn1c(C)nc2ccc(Nc3nc(Cl)nc4nc[nH]c34)cc21,.,77,94,70,64,78,93,68
CCOC(CC)(OCC)OCC,109,109,113,103,106,98,113,102
CN(C)Cc1cc(C(C)(C)CC(C)(C)C)cc(CN(C)C)c1O,112,94,97,103,93,87,97,102
Cc1nc2sc(C(=O)Nc3cccc4cccnc34)c(N)c2cc1C(C)O (centres undefined),111,104,118,86,95,110,110,107
O=C(N=Nc1c(O)[nH]c2ccccc12)c1ccc2nc(-c3ccccc3)[nH]c2c1,112,114,109,114,97,97,116,118
Cc1ccc(C2CC(n3nnnc3-c3ccccc3)=NN2)cc1 (centres undefined),94,105,108,99,103,96,110,106
Nc1cc(=O)[nH]c(=S)[nH]1,102,108,120,102,102,101,97,112
N#CC(OC(=O)c1ccccc1)c1cccc([N+](=O)[O-])c1 (centres undefined),107,112,120,91,104,113,90,101
CCOC(=O)c1sc2nc(-c3ccc([N+](=O)[O-])cc3)nc(N3CCOCC3)c2c1C,119,101,103,89,97,96,115,99
CC(=O)OCC(=O)[C@@]1(O)[C@H](OC(C)=O)CC2C3CCC4=CC(=O)C=C[C@]4(C)[C@@]3(F)[C@@H](O)C[C@@]21C (some centres undefined),93,105,103,.,97,85,103,91
O=C(Nc1ccccc1)c1ccc2c(c1)nc(-c1ccc([N+](=O)[O-])cc1)n2C1CCCCC1,83,98,102,91,81,100,108,99
CCCC(=O)NC1C(Nc2ccc(S(=O)(=O)Nc3nc(C)cc(C)n3)cc2)OC(CO)C(O)C1O (centres undefined),109,103,109,107,101,92,111,110
Oc1c(CN2CCCC2)cc(COCc2ccc(Br)cc2)c2cccnc12,-18*,24,24,-22*,-15*,-3.9*,-30*,-3.5*
COc1cc2c(c(OC)c1OC)C(=O)CC(c1cccc(C(=O)Nc3cccc(F)c3)c1)O2 (centres undefined),83,73,94,56,52,87,78,78
O=C(CCN1C(=O)CCC1=O)Nc1ncc(Cc2ccc(Cl)cc2Cl)s1,102,99,104,86,98,100,100,103
O=c1oc2cc(O)ccc2cc1-c1nc2ccccc2o1,101,95,109,87,96,114,98,91
CCC(CCNC(=O)c1ccccc1)(CCNC(=O)c1ccccc1)[N+](=O)[O-],123,105,105,98,100,100,92,103
Cc1ccc2oc(=O)cc(Cn3cnc4c(NCc5ccco5)ncnc43)c2c1,90,103,104,69,100,99,104,83
N#Cc1nc(-c2ccc(F)cc2)oc1S(=O)(=O)N1CCN(c2ccc(F)cc2)CC1,91,87,104,91,93,104,98,88
CC1(C)CCC(S(=O)(=O)c2ccc3c(c2)/C(=N\O)c2cc(S(=O)(=O)N4CCN(c5ccc(F)cc5O)CC4)ccc2-3)CC1,-86*,-92*,-72*,-70*,-94*,-71*,-81*,-82*
CC1c2ccccc2-c2ccccc2N1C (centres undefined),101,119,119,87,107,99,114,106
Cc1ccc([N+](=O)[O-])cc1NS(=O)(=O)c1ccccc1,111,112,108,95,99,119,111,100
CC1(C)CC(=O)C2=C(C1)N(c1ccc(OC(F)(F)F)cc1)C(N)=C(C#N)C2c1cc(Cl)ccc1Br (centres undefined),94,99,99,94,98,91,103,95
O=C(CSc1nnc(Cc2ccccc2Nc2c(Cl)cccc2Cl)o1)N1N=C(c2ccc3ccccc3c2)CC1c1ccc(Cl)cc1 (centres undefined),99,106,97,94,97,92,100,104
FC(F)(F)c1ccc(/C=C/c2cc(/C=C/c3ccc(C(F)(F)F)cc3)n(-c3ccccc3)n2)cc1,90,113,109,99,106,104,93,103
NNc1nnc2nc(Nc3ccccc3)nc(Nc3ccc(S(N)(=O)=O)cc3)n12,111,108,106,96,101,101,106,108
C/C(=N\NC(=S)Nc1ccccc1)c1sc(Nc2cccc(C)c2)nc1C,117,103,106,91,99,125,116,118
COc1nc2c(cc1S(=O)(=O)c1ccccc1)CCc1c-2cnn1-c1ccc(Cl)cc1,97,91,89,89,95,97,106,97
C[N+]1(CCCCCNC2=CC(=O)C(NCCCCC[N+]3(C)CCCCC3)=CC2=O)CCCCC1,117,94,110,106,102,123,98,106
N#CCc1nnc(CCC(=O)c2nc3ccccc3[nH]2)o1,104,87,107,77,94,111,104,102
CCN(CC)Cc1cc(C(C)(C)CC(C)(C)C)cc(-c2ccccc2)c1O,113,108,142,102,102,99,97,97
COc1ccc(-c2nc3c(c(=O)n2C(C)=O)C(c2ccc(Cl)cc2)c2sc4c(Cl)cccc4c2O3)cc1 (centres undefined),-11*,0.1*,23,5.6*,-23*,40,12,-36*
CCOC(=O)C(F)C(Sc1ccccc1)C1CC1CCc1ccc(OC)cc1 (centres undefined),78,90,109,56,68,83,87,91
Nc1ccc(OC(=O)Nc2ccc(O)cc2)cc1,94,94,115,100,81,106,113,107
CC(=O)c1cc(C(=O)c2ccc(Br)cc2)n2c(C)cccc12,98,91,104,69,63,110,96,88
O=C(COc1cc(O)c2c(=O)cc(-c3ccccc3)oc2c1)Nc1ccccc1C(F)(F)F,92,78,79,78,.,54,73,71
O=C(O)c1cc2cc([N+](=O)[O-])ccc2s1,97,99,108,.,108,114,110,97
CN(C1CC1)S(=O)(=O)c1ccc(-c2cnc(N)c(-c3ccc4c(c3)CCNC4=O)n2)cc1,117,125,132,142,65,196,120,79
O=C1CC(c2ccc([N+](=O)[O-])cc2)=Nc2ccccc2N1,109,105,114,107,95,122,.,121
Brc1ccc(-n2cc(-c3nn[nH]n3)c(-c3cccs3)n2)cc1,101,106,103,93,101,94,96,96
Nc1[nH]nc(Nc2ccccc2)c1S(=O)(=O)c1ccccc1,115,112,104,99,95,102,96,98
COC(=O)Cc1cccnc1,109,153,117,105,107,.,112,101
COc1cc2oc(-c3cccc(C(=O)Nc4ccc(C)cc4)c3)cc(=O)c2c(O)c1OC,85,89,81,74,86,89,80,.
N=c1c(S(=O)(=O)c2ccccc2)cc2c(=O)n3ccccc3nc2n1Cc1cccnc1,116,110,108,91,99,121,115,112
Clc1ccc(-c2nnc(SCc3ccccc3)n2-c2ccccc2)cc1,98,100,96,89,97,95,100,100
Clc1ccc(-c2nnc(COc3ccc(C4=NNC(c5cccs5)C4)cc3)o2)cc1 (centres undefined),139,101,107,108,.,92,126,113
O=Nc1c(-c2c(O)[nH]c3ccc([N+](=O)[O-])cc23)[nH]c2ccc(O)cc12,-55*,9.4*,-11*,-34*,-41*,12,9.3*,11
COc1ccc2cc(-c3nn(CC4CCN(C)CC4)c(N)c3C(N)=O)ccc2c1,117,98&108,97&110,105,91&107,102&104,97,97&97
COC1CCC2CC(C(=O)N3CCC(C(C)C(=O)NCC4CCC(F)CC4)CC3)NC2C1 (centres undefined),74,75,86,48,37,73,68,82
CN(C)CCN(Cc1ccccc1)Cc1c(F)cccc1Cl,91,93,99,108,97,95,100,84
Clc1ccccc1C1Nc2ccccc2-n2cccc21 (centres undefined),.,83,117,83,105,93,104,91

# Fetched one by one from the list above (4):
SMILES,SK-MEL-2,MDA-MB-435,SK-MEL-28,UACC-62,SK-MEL-5,MALME-3M,UACC-257,M14
O=C(O)c1cc2cc([N+](=O)[O-])ccc2s1,97,99,108,.,108,114,110,97
CC(=O)c1cc(C(=O)c2ccc(Br)cc2)n2c(C)cccc12,98,91,104,69,63,110,96,88
Clc1ccc(-c2nnc(COc3ccc(C4=NNC(c5cccs5)C4)cc3)o2)cc1 (centres undefined),139,101,107,108,.,92,126,113
Nc1ccc(OC(=O)Nc2ccc(O)cc2)cc1,94,94,115,100,81,106,113,107

# Bioassay records (PubChem)
